RPL19A-GFP yeast – modulators of TOR pathway RPL19A-GFP in S. cerevisiae | S. cerevisiae RPL19A-GFP strain, flow cytometry, 3 h; active compounds read low | percent response vs DMSO, % at 10 µM | 330,000 compounds, 0.3% hits | AID 2025;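 active = percent response vs DMSO below 50%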;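 note: median channel GFP fluorescence of the barcoded RPL19A-GFP strain; ratio of sample median GFP to plate DMSO average so 100% = DMSO; lower means less RPL19A-GFP as with rapamycin TOR inhibition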
Yeast superoxide – yeast age-related superoxide inhibition as caloric restriction mimetic. superoxide response (% of plate mean), % at 10 µM. AID 2690. 330,000 compounds, 0.18% hits. S. cerevisiae aged cells, superoxide DHE fluorescence; active compounds read low;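 active = superoxide response under a set limit, about three screen SD below normal, cut at about 65% in these data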;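 note: yeast aged for seven days with compound at 30 °C before DHE staining; 100% = average MFI of all compound-treated wells on the plate with controls excluded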
CIT2-GFP yeast – alters CIT2-GFP fluorescence in TOR pathway yeast screen; S. cerevisiae CIT2-GFP strain, flow cytometry, 3 h; 100 means same as DMSO wells; GFP response vs DMSO, % at 10 µM; 320,000 compounds, 0.065% hits;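 active = GFP response relative to DMSO above a set limit, near the screen mean plus 3 SD, cut at about 150% in these data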;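 note: ratio of well median GFP fluorescence to mean of DMSO wells on the plate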
MEP2-GFP yeast – modulators of TOR pathway MEP2-GFP in S. cerevisiae; S. cerevisiae MEP2-GFP strain, flow cytometry GFP, 3 h; 100% = DMSO control level; GFP response vs DMSO, % at 10 µM; 330,000 compounds, 0.51% hits; AID 2016;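 active = GFP response versus DMSO above a set limit, roughly screen mean plus 3 SD, cut at about 180% in these data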;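 note: median GFP fluorescence of the barcode-gated MEP2-GFP cells per well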
GRK2 inh – inhibitors of human GRK2 displacing RNA aptamer. P25098. bead flow cytometry, FAM-aptamer displacement from GRK2. inhibition of aptamer binding, % at 10 µM. 330,000 compounds, 0.59% hits;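 active = inhibition of aptamer binding above 40%, roughly 3 SD of noise, on plates passing a quality check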;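 note: median bead fluorescence of bound FAM aptamer so fluorescent compounds give negative values; no value below 0 was filed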
Target sequence (P25098 whole entry, looked up): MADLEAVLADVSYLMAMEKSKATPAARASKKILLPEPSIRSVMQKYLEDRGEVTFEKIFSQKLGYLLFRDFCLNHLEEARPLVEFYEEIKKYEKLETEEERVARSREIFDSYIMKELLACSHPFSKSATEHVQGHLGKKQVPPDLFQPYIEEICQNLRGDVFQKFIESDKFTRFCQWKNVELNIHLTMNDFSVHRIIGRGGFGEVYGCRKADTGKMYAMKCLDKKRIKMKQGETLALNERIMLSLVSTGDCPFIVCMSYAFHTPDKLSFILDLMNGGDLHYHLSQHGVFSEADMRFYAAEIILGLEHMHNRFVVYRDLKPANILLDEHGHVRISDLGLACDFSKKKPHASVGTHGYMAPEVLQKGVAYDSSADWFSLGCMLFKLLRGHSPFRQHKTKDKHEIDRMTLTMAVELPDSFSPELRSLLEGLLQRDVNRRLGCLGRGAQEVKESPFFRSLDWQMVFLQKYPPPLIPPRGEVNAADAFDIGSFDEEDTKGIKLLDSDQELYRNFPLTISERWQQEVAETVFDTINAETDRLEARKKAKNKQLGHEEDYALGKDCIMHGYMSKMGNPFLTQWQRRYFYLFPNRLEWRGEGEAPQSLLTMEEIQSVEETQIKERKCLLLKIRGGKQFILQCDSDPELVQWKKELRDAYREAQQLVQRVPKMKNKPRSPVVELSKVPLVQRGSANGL
AGP1-GFP MLPCN – modulators of TOR pathway AGP1-GFP in S. cerevisiae; S. cerevisiae AGP1-GFP multiplex flow cytometry, 3 h; GFP as percent of DMSO wells; GFP response vs DMSO, % at 10 µM; 320,000 compounds, 0.02% hits; AID 2066;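 active = GFP response relative to DMSO above a set limit, near screen average plus 3 SD, cut at about 150% in these data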;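 note: median GFP channel fluorescence of the gated AGP1 strain per well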
VLA-4 inh – inhibition in a human VLA-4 binding assay; P13612; VLA-4 expressing cells, ligand binding flow cytometry; inhibition, % (about 7 µM as worked out from the volumes in the protocol); 330,000 compounds, 0.2% hits; in the data active = inhibition above about 50%
LAP4 TOR yeast – yeast TOR pathway LAP4-GFP modulation | GFP response vs DMSO, % at 10 µM | 320,000 compounds, 0.34% hits | S. cerevisiae LAP4-GFP multiplex, flow cytometry GFP, 3 h; median GFP as percent of DMSO wells;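 active = GFP response vs DMSO above a set limit, about the screen mean plus 3 SD, cut at about 150% in these data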
* = called active by the depositor; i = inactive; · = no result given.

SMILES	RPL19A-GFP yeast	Yeast superoxide	CIT2-GFP yeast	MEP2-GFP yeast	GRK2 inh	AGP1-GFP MLPCN	VLA-4 inh	LAP4 TOR yeast
O=S(=O)(NCCc1ccccc1F)c1cccc(S(=O)(=O)N2CCOCC2)c1	101	110	106	111	0	100	-7	105
CCC(C)c1ccc(NC(=O)CC(C)=O)cc1 (stereo unspecified)	107	96	98	107	0	101	0	103
Cc1ccc(NC(=O)C2CCN(C(=O)[C@@H]3Cc4ccccc4CN3)CC2)c(C)c1	101	105	104	105	0	101	4	100
C=CCn1c(=NC(=O)c2ccc(S(=O)(=O)N3CCc4ccccc4C3)cc2)sc2cc(S(N)(=O)=O)ccc21	102	95	102	96	0	101	8	97
COc1cccc(/C=C2\SC(=O)N(CCC(=O)NNC(=O)c3cccc(Cl)c3)C2=O)c1	100	93	102	105	0	95	20	95
CC1CN(C(=O)c2cc3c(=O)n4ccccc4nc3n2C)CC(C)O1 (stereo unspecified)	100	111	98	98	3	98	1	93
O=C(NNc1cc(Cl)cc(Cl)c1)c1c(F)cccc1Cl	92	79	81	92	3	99	5	123
CC(C)Cn1c(N)c(C(=O)COC(=O)c2ccccc2F)c(=O)n(C)c1=O	97	105	98	95	1	95	5	83
Cc1ccc(Cn2c([N+](=O)[O-])cnc2C)cc1	101	102	100	99	5	102	9	94
CCOCCCNC(C(=O)Nc1ccc(OC)c(Cl)c1)c1ccccc1 (stereo unspecified)	97	100	99	90	1	103	3	108
Cc1cccc(OCCOCCN2CCOCC2)c1C	97	99	99	103	0	101	32	96
Cn1nc(C(F)(F)F)c2cc(C(=O)NC3CC3)sc21	100	90	102	102	0	95	11	96
CCOc1cc(C(=O)O/N=C(\N)c2ccc([N+](=O)[O-])cc2)cc(OCC)c1OCC	98	115	99	103	0	98	6	101
CCOC(=O)C1CCN(C(=O)c2ccccc2NS(=O)(=O)c2ccc(F)cc2)CC1	106	98	105	105	0	103	4	99
CC(Oc1ccc2c(c1)oc(=O)c1ccccc12)C(=O)NCC1CCC(C(=O)O)CC1 (stereo unspecified)	104	97	101	100	0	104	-5	109
NC(=S)N/N=C/c1cccc(Br)c1	105	98	102	100	1	99	4	105
CCCCOC(=O)c1ccc(NC(=S)N2CCN(c3ncc4c(=O)c(C(=O)O)cn(CC)c4n3)CC2)cc1	98	79	82	98	0	96	0	91
Cc1ccc(Nc2ccc(C(=O)NCCc3ccccc3)cn2)cc1	102	101	102	103	3	97	-7	94
CCC(C)NC(=O)CCn1c(=O)c2cccn2c2ccc(F)cc21 (stereo unspecified)	100	97	99	102	0	94	7	90
Cc1cccc(NC(=O)CS(=O)(=O)Cc2ccccc2)n1	93	99	91	90	0	92	8	90
O=C(C1c2ccccc2C(=O)N2CCc3ccccc3C12)N1CCN(Cc2ccccc2)CC1 (stereo unspecified)	98	97	109	99	4	104	10	93
CSc1sc(C(=O)N2CCCCC2)c(-c2cccs2)c1C#N	97	104	93	98	0	103	12	111
O=C(NC1CCCCC1)c1cc2nc3c(c(C(F)(F)F)n2n1)CCCC3	99	100	101	109	0	100	24	98
COc1ccc(S(=O)(=O)Nc2cccnc2)c(Cl)c1Cl	103	98	111	109	1	113	-32	105
CCOc1cc(C(=S)N2CCOCC2)ccc1OC(=O)c1cc(OC)c(OC)c(OC)c1	104	100	107	105	3	103	21	99
C=CCn1c(=O)c2ccccc2n2c(SCc3c(C(=O)OCC)oc4ccccc34)nnc12	96	i	94	127	0	91	1	103
COC(=O)c1ccc(NC(=O)C(=O)N2CCN(C(=S)NCCc3ccccc3)CC2)cc1	106	94	102	98	0	104	-6	98
Cc1ccc(C(=O)OCC(=O)NCc2ccc3c(c2)OCO3)o1	98	132	104	103	0	95	7	94
O=C(CSc1nnc2ccccn12)Nc1ccccc1Cl	100	106	119	105	0	101	4	92
O=C(CSc1nnc(-c2cccs2)n1-c1ccccc1)N1CCCc2ccccc21	100	98	103	96	3	100	-2	88

Among those listed so far, 2 have a COOH group:
SMILES	RPL19A-GFP yeast	Yeast superoxide	CIT2-GFP yeast	MEP2-GFP yeast	GRK2 inh	AGP1-GFP MLPCN	VLA-4 inh	LAP4 TOR yeast
CC(Oc1ccc2c(c1)oc(=O)c1ccccc12)C(=O)NCC1CCC(C(=O)O)CC1 (stereo unspecified)	104	97	101	100	0	104	-5	109
CCCCOC(=O)c1ccc(NC(=S)N2CCN(c3ncc4c(=O)c(C(=O)O)cn(CC)c4n3)CC2)cc1	98	79	82	98	0	96	0	91

The results go on:
SMILES	RPL19A-GFP yeast	Yeast superoxide	CIT2-GFP yeast	MEP2-GFP yeast	GRK2 inh	AGP1-GFP MLPCN	VLA-4 inh	LAP4 TOR yeast
O=C(c1cccs1)N1CCCC(c2nc3c(nnn3Cc3ccc(F)cc3)c(=O)[nH]2)C1 (stereo unspecified)	101	98	100	105	0	101	-3	96
Cn1c(NC(=O)c2ccc(F)c(F)c2)cc(=O)n(C)c1=O	102	91	109	102	0	106	-13	98
CC(C)Cn1nc(NS(=O)(=O)c2cccc3nonc23)c2cc3ccccc3nc21	103	104	104	98	0	106	0	92
O=C1N=C(N2CCOCC2)SC1=C1CCCCC1	101	81	86	101	0	100	4	99
Cc1ccc(N(Cc2ccc(C(=O)NC3CCCCC3)cc2)S(C)(=O)=O)cc1C	96	115	·	96	1	87	16	100
O=S(=O)(CCN1CCOCC1)c1ccc(Oc2ccc(S(=O)(=O)CCN3CCOCC3)cc2)cc1	101	101	100	98	1	101	19	83
COCCSc1ccccc1C(=O)NCc1ccc(S(N)(=O)=O)cc1	99	101	100	103	0	105	6	99
COc1ccc(Cc2nnc(NC(=O)c3ccc(Cl)c([N+](=O)[O-])c3)s2)cc1	99	103	99	94	0	100	10	96
Cc1nn(C(=O)c2c([N+](=O)[O-])cnn2C)c(C)c1Cl	101	75	95	102	0	100	6	95
CN(C)c1ccc(N2C(=NC(=O)COc3ccccc3)SC3CS(=O)(=O)CC32)cc1 (stereo unspecified)	100	101	106	106	0	108	8	100
c1ccc(COc2ccc(OCCOCCn3cncn3)cc2)cc1	91	107	83	95	2	89	11	95
Cc1ncc(CO)c2c1Oc1nc(-c3ccccc3)nc(SCC(=O)Nc3cccc(O)c3)c1C2	97	87	102	96	0	59	4	89
COc1ccc(N2C(=O)C(CC(=O)Nc3ccccc3)N(Cc3ccc4c(c3)OCO4)C2=O)cc1 (stereo unspecified)	98	92	99	101	3	99	3	99
CC(C)n1nnnc1SCC(=O)c1c(N)n(C2CC2)c(=O)[nH]c1=O	99	89	90	95	4	96	-2	105
COc1ccc(/C=N/NC(=O)CNC(=O)c2ccncc2)cc1OC	97	114	94	83	0	92	-3	89
COc1ccc(NC(=O)c2cc(-c3ccccc3)nc3c2c(C)nn3-c2ccccc2)c(OC)c1	100	105	99	99	1	99	5	93
CCOC(=O)[C@H]1[C@H]2COc3cc(OC)ccc3[C@@H]2N2C(=O)N(c3ccc(Br)cc3)C(=O)[C@@]12C	88	100	84	81	4	79	-5	115
CS(=O)(=O)N(CC(=O)NC1CCCCC1)c1cccc(F)c1	94	97	101	107	1	97	-7	98
COc1ccc(OC)c(N=c2ssnc2Cl)c1	92	96	82	92	0	92	16	131
C/C(=C/C(=O)Nc1cccc(F)c1)N1CCCC1	90	110	85	91	3	91	7	97
O=C1c2ccccc2C(=O)N1S(=O)(=O)c1ccccc1	108	74	104	100	1	98	5	94
COc1ccc(OCc2cc(C(=O)N(C)Cc3cnccn3)no2)c(Cl)c1	105	116	105	98	0	96	-4	98
Clc1ccccc1CN(Cc1ccccc1)C(c1cccs1)c1nnnn1C1CCCC1 (stereo unspecified)	93	99	95	97	1	99	10	99
O=C(NNC(=O)C1CCN(S(=O)(=O)c2ccc(Cl)cc2)CC1)c1ccc(S(=O)(=O)N2CCCCC2)cc1	107	101	118	79	0	98	-1	85
COC(C(=O)Nc1cc([N+](=O)[O-])ccc1C)c1ccccc1 (stereo unspecified)	93	102	97	88	3	94	1	93
O=S1(=O)CCOC[C@H](Cc2ccccc2)N1Cc1cccc(C(F)(F)F)c1	96	98	86	103	0	101	20	109
CC[C@@]1(C(=O)OC)N[C@H](CN(C)C(=O)C2CCCCC2)[C@@H]2C(=O)N(C)C(=O)[C@@H]21	103	101	107	105	0	105	-4	98
CN(CC(=O)Nc1ccccc1)CC(=O)Nc1ccc(F)cc1	102	80	102	104	0	98	-4	94
O=C(CSc1ncn[nH]1)NN(c1ccccc1)c1ccccc1	104	100	100	106	0	106	7	93
O=C(O)CCN1C(=O)C(=C2CCCCCC2)SC1=S	95	118	87	100	0	89	8	90
COc1ccc(OC)c(NC(=O)C(=O)NCc2ccncc2)c1	119	115	110	113	0	109	9	101
Cc1ccc(C)c(NC(=O)CCN2CC(C)OC(C)C2)c1 (stereo unspecified)	99	105	111	112	0	·	-2	102
NC(=O)C1CCN(c2ncccc2[N+](=O)[O-])CC1	91	97	92	91	1	97	0	101
CCN1CCN(S(=O)(=O)c2c(C)[nH]c(C)c2C(=O)N2CCCCC2)CC1	93	93	101	90	0	96	-5	92
COC(=O)COc1coc(CN2CCN(c3cccc(Cl)c3)CC2)cc1=O	102	98	100	102	0	108	-5	102
CCOc1cc2[nH]c(=S)n(CCCN3CCOCC3)c(=O)c2cc1OCC	95	102	·	95	2	95	3	95
C(=N\Nc1nccc(-c2cccnc2)n1)/c1ccccc1	103	106	89	102	2	113	7	117
CCOc1ccc(Cn2nnc(C(=O)NCc3ccccc3)c2N)cc1	97	101	102	111	0	107	-5	107
O=Cc1ccccc1Oc1nc(N2CCOCC2)nc(N2CCOCC2)n1	103	94	94	97	3	97	3	92
CCOC(=O)C1CCN(c2ncnc3cc(OC)c(OC)cc23)CC1	102	91	103	102	1	106	8	111
CCOc1ccc(NC(=O)CN(C)C(=O)C2CSC3(C)CCC(=O)N23)cc1OCC (stereo unspecified)	94	79	96	111	0	94	-5	102
COc1ccc(-c2noc(N3CCC(C(=O)NCCCN4CCCC(C)C4)CC3)n2)cc1 (stereo unspecified)	103	116	101	102	2	103	16	98
C[C@H](CO)N1C[C@H](C)[C@@H](CN(C)S(C)(=O)=O)Oc2ccc(NC(=O)CCN3CCOCC3)cc2C1=O	101	98	93	105	0	106	-6	111
Cc1nnc(NC(=O)CC(CN(C)S(=O)(=O)c2ccccc2)c2ccccc2)s1 (stereo unspecified)	97	84	97	102	1	102	10	100
COc1cccc(C(=O)COC(=O)c2n[nH]c(=O)c3ccccc23)c1	97	98	100	101	0	106	12	105
COc1ccc(C(=O)CN(Cc2ccccc2)C2=NCCS2)cc1	102	110	102	99	0	102	-9	97
CCOc1cccc(C(=O)Nc2ccc(N3CCN(S(C)(=O)=O)CC3)cc2)c1	95	102	101	93	0	95	7	93
CC1CCCN(S(=O)(=O)c2ccc3c(c2)n(C)c(=O)c(=O)n3C)C1 (stereo unspecified)	104	102	97	102	0	107	-1	102
CCN1C(=O)N[C@@H](c2cccc(C(F)(F)F)c2)C(C(=O)OC)=C1C	92	87	89	96	1	92	-21	91
Oc1cc(O)c2c(c1)OC(c1ccc(O)c(O)c1)C(O)C2 (stereo unspecified)	104	107	86	104	0	95	19	131
COc1ccc(OC)c(NC(=O)CSc2nnc(CNC(=O)c3cccs3)o2)c1	104	102	103	101	0	103	3	93

Four entries drawn at random from the list so far, as already listed:
SMILES	RPL19A-GFP yeast	Yeast superoxide	CIT2-GFP yeast	MEP2-GFP yeast	GRK2 inh	AGP1-GFP MLPCN	VLA-4 inh	LAP4 TOR yeast
Oc1cc(O)c2c(c1)OC(c1ccc(O)c(O)c1)C(O)C2 (stereo unspecified)	104	107	86	104	0	95	19	131
CC1CCCN(S(=O)(=O)c2ccc3c(c2)n(C)c(=O)c(=O)n3C)C1 (stereo unspecified)	104	102	97	102	0	107	-1	102
CCOc1cccc(C(=O)Nc2ccc(N3CCN(S(C)(=O)=O)CC3)cc2)c1	95	102	101	93	0	95	7	93
CCN1C(=O)N[C@@H](c2cccc(C(F)(F)F)c2)C(C(=O)OC)=C1C	92	87	89	96	1	92	-21	91

Screening results as filed in PubChem BioAssay.
